AmpC inh no detg: inhibitors of E. coli AmpC beta-lactamase without detergent; AmpC nitrocefin hydrolysis, absorbance 480 nm, 0.0001% Triton; 0.52% of 330,000 active; AID 485341; Potency, µM (top dose mostly 57.1 µM), for inactives: at the top dose activity change, negative = inhibition, usual class: inhibitors; P00811;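 note: potency is the fitted concentration of half-maximal effect; plate controls were no compound for no effect and no enzyme for full effect; nearly all actives have a fitted effect of over 20% in size; some results filed as inactive show a strong effect at the top dose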
Target sequence (P00811 whole entry, looked up): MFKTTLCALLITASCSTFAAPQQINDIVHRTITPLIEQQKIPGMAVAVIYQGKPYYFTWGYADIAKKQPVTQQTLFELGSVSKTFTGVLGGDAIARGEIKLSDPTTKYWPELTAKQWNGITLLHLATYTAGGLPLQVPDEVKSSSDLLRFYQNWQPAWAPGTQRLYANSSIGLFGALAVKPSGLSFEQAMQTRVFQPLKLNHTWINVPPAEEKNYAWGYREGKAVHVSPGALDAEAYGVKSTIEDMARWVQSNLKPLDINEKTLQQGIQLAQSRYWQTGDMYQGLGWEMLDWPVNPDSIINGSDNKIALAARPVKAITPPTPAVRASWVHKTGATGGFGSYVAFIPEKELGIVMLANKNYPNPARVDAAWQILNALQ
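20 mM phosphate pH 7.0 + 0.01% (detergent screen) or 0.0001% Triton X-100; 5.3 nM AmpC reagent; cpd preinc 15 min RT; nitrocefin (800 uM stock) to start; A480 q20 s × 4 min; Activity was normalised to no-enzyme and no-compound control wells.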
AmpC inh detg: inhibitors of E. coli AmpC beta-lactamase with detergent | 0.041% of 370,000 active | P00811 | Potency, µM (titrated, usually from 114 µM), inactives show at the top dose activity change, negative = inhibition, actives largely listed as inhibitors | AmpC hydrolysis of nitrocefin, absorbance 480 nm, 0.01% Triton;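 note: potency is the fitted concentration of half-maximal effect; 0% = no-compound wells and -100% = no-enzyme wells; nearly all actives have a fitted effect of over 25% in size; some results filed as inactive show a strong effect at the top dose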
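AmpC (5.3 nM in the dispensed reagent) in 20 mM phosphate pH 7.0 with 0.01% (detergent screen) or 0.0001% Triton X-100 was preincubated with compounds for 15 min at room temperature. Nitrocefin was then added from an 800 uM solution, and hydrolysis was followed at 480 nm.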
HCV inh: inhibitors of hepatitis C virus infection; Huh7.5.1 HCVcc-Cre infection, luciferase reporter, 44 h; Potency, µM (top dose mostly 41.8 µM), inactives show at the highest dose activity change, negative = inhibition, most hits filed as inhibitors; 3.4% of 340,000 active; note: potency is the fitted concentration of half-maximal effect
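Cells (1,000/well) were plated 4 h before compound, then infected with HCVcc-Cre virus (~0.5 moi). After 44 h further culture, infection was read as luciferase luminescence following a 15 min substrate incubation at room temperature.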
Giardia FBPA inh: blocks Giardia fructose-bisphosphate aldolase activity. Potency, µM (titrated, usually from 59.6 µM), without a hit: top-dose activity, negative = inhibition, most hits filed as inhibitors. purified Giardia FBPA. 0.71% of 290,000 active. AID 2451. A8B2U2; note: potency is the fitted concentration of half-maximal effect; nearly all actives have a fitted effect of over 55% in size
Target sequence (A8B2U2 whole entry, looked up): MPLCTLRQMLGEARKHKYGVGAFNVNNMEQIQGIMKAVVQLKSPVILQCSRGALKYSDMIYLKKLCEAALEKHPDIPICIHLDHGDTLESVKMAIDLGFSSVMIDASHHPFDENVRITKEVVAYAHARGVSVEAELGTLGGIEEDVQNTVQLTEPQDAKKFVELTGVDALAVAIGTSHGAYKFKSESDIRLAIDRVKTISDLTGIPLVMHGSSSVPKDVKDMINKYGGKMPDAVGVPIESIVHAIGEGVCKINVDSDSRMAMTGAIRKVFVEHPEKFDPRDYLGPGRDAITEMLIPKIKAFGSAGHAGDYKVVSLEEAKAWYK
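Giardia FBPA (40 nM reagent) was preincubated 10 min at RT with compound (up to 57.5 uM final), then substrate plus GAPDH/TPI/NAD/arsenate coupling system with diaphorase/resazurin was added; resorufin fluorescence (525/598 nm) was read after 20 min.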
Sm TGR inh: blocks Schistosoma mansoni thioredoxin glutathione reductase; purified TGR, DTNB reduction, TNB absorbance 405 nm; Potency, µM (highest dose often 114 µM), without a hit: top-dose activity change, negative = inhibition, usual class: inhibitors; 3% of 360,000 active; AID 485364; note: potency is the fitted concentration of half-maximal effect; nearly all actives have a fitted effect of over 60% in size
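First, TGR (20 nM dispensed) and NADPH were mixed with compound. Second, a 15 min room-temperature incubation followed. Third, further NADPH and then DTNB were added to start the reaction. Finally, TNB absorbance was monitored kinetically.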
HCMV antiviral: blocks human cytomegalovirus replication | HFF cells, HCMV-luciferase reporter, 72 h; hits give low values | activity change, negative = inhibition, % at 57.5 µM | 4.5% of 410,000 active; in the data active = activity change below about -60%; inconclusive = no clear call, values can overlap the other calls; inactive = above about -39%
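Human foreskin fibroblasts infected with luciferase-reporter HCMV at MOI 1 PFU/cell, compounds at two doses. Luciferase measured 72 h post infection; normalized to buffer-only basal and Salinomycin (10uM) controls.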
The depositor's hits bear a star; & = joins results of further samples; ! = not active in a repeat; [ ] = another dose, or the depositor's remark. Unless noted, calls come from the whole dose curve; as a rule, active = well fitted curve in the direction sought with a large enough effect; inconclusive = small, poorly fitted or top-dose-only effect, or another doubt; inactive = no such curve, though single readings can be large; an effect the other way counts as inactive or inconclusive. Unless noted, % is set by controls: 0 for no effect and ±100 for the full control effect.

`CC(C)c1nnc(NC(=O)CCC(=O)NC2CCCCCCC2)s1` gave AmpC inh no detg -4.9%, AmpC inh detg 0.7%, HCV inh 14.4%, Giardia FBPA inh 12.2%, Sm TGR inh -15.4% and HCMV antiviral 26.9.
CC(=O)C(Cc1cnc(Cl)s1)(Cc1cnc(Cl)s1)C(C)=O was read as AmpC inh no detg 3.3%, AmpC inh detg 2.6%, HCV inh 11.3%, Giardia FBPA inh 1.5%, Sm TGR inh 1.8% and HCMV antiviral inconclusive.
NC[C@H]1O[C@H](O[C@H]2[C@H](O)[C@@H](O[C@H]3O[C@H](CO)[C@@H](O)[C@H](N)[C@H]3O)[C@H](N)C[C@@H]2N)[C@H](N)C[C@@H]1O was read as AmpC inh no detg -10.9%, AmpC inh detg -21.3%, HCV inh -9.8%[8.37 µM], Giardia FBPA inh 6.5% and Sm TGR inh -7.7%.
Screening COc1ccccc1NC(=O)CCCc1nc(-c2ccc(OC)c(OC)c2)no1 returned AmpC inh no detg 42.9%, AmpC inh detg inconclusive, HCV inh -29.0%, Giardia FBPA inh 0.7%, Sm TGR inh 14.6% and HCMV antiviral 31.2.
`O=C(c1oc(=O)c2ccccc2c1-c1ccccc1)N1CCN(C2CCCCC2)CC1` gave AmpC inh no detg -1.3%, AmpC inh detg inconclusive, HCV inh 14.6%, Giardia FBPA inh 3.9%, Sm TGR inh 0.7% and HCMV antiviral 5.5.
For O=C(OC1CCOC1=O)c1cc(Cl)ccc1[N+](=O)[O-] (stereo not drawn) the results were AmpC inh no detg -12.5%, AmpC inh detg 1.8%, HCV inh 14.6%, Sm TGR inh -20.0% and HCMV antiviral -24.3.
Screening CCCCCCCSc1cc(OC)c(CCNC)cc1OC returned AmpC inh no detg 130.3%[activator], AmpC inh detg -14.9%, HCV inh inconclusive, Giardia FBPA inh 6.2%, Sm TGR inh 5.4% and HCMV antiviral -98.6*.
O=C1CC(c2cccnc2)=NN1c1ccccc1 was read as AmpC inh no detg -0.7%, AmpC inh detg 8.9%, HCV inh -11.6%, Giardia FBPA inh -0.7%, Sm TGR inh -28.7% and HCMV antiviral -22.9.
For COc1ccccc1-c1oc2ccccc2c1C#CC(C)(C)O the results were AmpC inh no detg 26.3%, AmpC inh detg 3.6%, HCV inh 10µM*, Sm TGR inh -25.5% and HCMV antiviral 60.4.
For COc1ccccc1-c1nc(S(=O)(=O)c2ccccc2)c(N2CCC(C)CC2)o1 the results were AmpC inh detg 29.7%, Sm TGR inh 1.8% and HCMV antiviral 7.7.
For Cc1ccc(S(=O)(=O)NCc2ccccc2)cc1C(=O)N1CCCCC1 the results were AmpC inh no detg 6.9%, AmpC inh detg -5.5%, HCV inh -2.4%, Sm TGR inh 0.8% and HCMV antiviral 19.2.
Screening N#Cc1ccsc1NC(=O)COC(=O)CCS(=O)(=O)c1ccccc1 returned AmpC inh no detg 5.9%, HCV inh 6.4% and HCMV antiviral -14.9.
For Fc1ccccc1C1c2cccn2CCN1C(=S)Nc1cccc(Br)c1 (stereo not drawn) the results were AmpC inh no detg -31.0%, AmpC inh detg 0.8%, HCV inh 9.7%, Giardia FBPA inh -14.7%, Sm TGR inh -7.9% and HCMV antiviral 4.1.
For CCn1c(SCC(=O)Nc2nnc(C)s2)nc2c(c1=O)SC(C)C2 (stereo not drawn) the results were AmpC inh no detg -5.1%, AmpC inh detg inconclusive, HCV inh 13.4%, Giardia FBPA inh -1.0%, Sm TGR inh -3.8% and HCMV antiviral 13.0.
CSc1ccccc1NC(=O)c1cccnc1 was read as AmpC inh no detg -18.4%, AmpC inh detg 0.2%, HCV inh 3.0%, Giardia FBPA inh 6.3%, Sm TGR inh 7.4% and HCMV antiviral 50.3.
For Clc1ccc(CCNc2nc3cc(Cl)c(Cl)cc3n3cnnc23)cc1 the results were AmpC inh detg -1.1%, Sm TGR inh 0.2% and HCMV antiviral -0.3.
Screening CCOc1ccccc1NS(=O)(=O)c1cc(-c2cnc(C3CC3)o2)ccc1C returned AmpC inh detg -11.2%, Sm TGR inh 5.9% and HCMV antiviral -11.0.
`COc1ccccc1/C=C(\NC(=O)c1ccc(OC)c(OC)c1)C(=O)Nc1ccc([N+](=O)[O-])cc1` gave AmpC inh no detg 17.7%, AmpC inh detg -4.2%, HCV inh -17.4%, Giardia FBPA inh 3.1%, Sm TGR inh 0.2% and HCMV antiviral -21.8.
O=C(c1ccccc1F)N1CCN(S(=O)(=O)c2ccc(Br)cc2)CC1 was read as AmpC inh no detg 0.6%, AmpC inh detg -9.2%, HCV inh -0.4% and Sm TGR inh 0.6%.
Screening Cc1ccc(NC(=O)NNC(=O)c2cccs2)cc1 returned AmpC inh no detg -8.0%, AmpC inh detg inconclusive, HCV inh 7.8%, Giardia FBPA inh 3.5%, Sm TGR inh 0.3% and HCMV antiviral 15.7.

For reference, some entries already given.
`COc1ccccc1/C=C(\NC(=O)c1ccc(OC)c(OC)c1)C(=O)Nc1ccc([N+](=O)[O-])cc1` gave AmpC inh no detg 17.7%, AmpC inh detg -4.2%, HCV inh -17.4%, Giardia FBPA inh 3.1%, Sm TGR inh 0.2% and HCMV antiviral -21.8.
O=C(c1ccccc1F)N1CCN(S(=O)(=O)c2ccc(Br)cc2)CC1 was read as AmpC inh no detg 0.6%, AmpC inh detg -9.2%, HCV inh -0.4% and Sm TGR inh 0.6%.
Screening Cc1ccc(NC(=O)NNC(=O)c2cccs2)cc1 returned AmpC inh no detg -8.0%, AmpC inh detg inconclusive, HCV inh 7.8%, Giardia FBPA inh 3.5%, Sm TGR inh 0.3% and HCMV antiviral 15.7.

Next section.
NC(=O)c1c(NC(=O)CN2C(=O)CCC2=O)sc2c1CCCCC2 was read as AmpC inh no detg 31.6µM*, AmpC inh detg -1.9%, HCV inh 3.5%, Giardia FBPA inh -7.9%, Sm TGR inh 3.3% and HCMV antiviral 23.0.
For C=CCn1c(=O)c2ccccc2n2c(SC(C)C(=O)Nc3nc(-c4ccccc4)cs3)nnc12 (stereo not drawn) the results were AmpC inh no detg -22.4%, AmpC inh detg -6.8%, HCV inh inconclusive, Giardia FBPA inh 5.7%, Sm TGR inh -1.4% and HCMV antiviral -11.0.
Screening Cc1ccc(S(=O)(=O)N(C)C)cc1NC(=O)CCNC(=O)c1ccco1 returned AmpC inh no detg 2.6%, AmpC inh detg 3.0%, HCV inh 11.9%, Giardia FBPA inh -9.3%, Sm TGR inh -14.5% and HCMV antiviral -32.2.
For Cc1ccc(NC(=O)Cn2c(=O)n(CCC(=O)NC3CCN(Cc4ccccc4)CC3)c(=O)c3ccccc32)cc1 the results were AmpC inh no detg -4.4%, AmpC inh detg -1.6%, HCV inh -15.4%, Giardia FBPA inh 2.2%, Sm TGR inh -1.9% and HCMV antiviral 9.2.
For COc1ccc(Nc2ncc(C(=O)N3CCN(c4ccc(F)cc4)CC3)c3ccccc23)cc1 the results were AmpC inh no detg 7.6%, AmpC inh detg inconclusive, HCV inh 11.2µM*, Giardia FBPA inh -1.3%, Sm TGR inh 4.2%&1.9% and HCMV antiviral -105.0*!.
`COC(=O)[C@@H]1C[C@H]2CC[C@H](O)C[C@H]2N1Cc1ccccc1OS(=O)(=O)c1ccc(C)cc1` gave AmpC inh no detg 51.2%, AmpC inh detg -6.7%, HCV inh -29.6%, Giardia FBPA inh -9.8%&-0.9%, Sm TGR inh inconclusive and HCMV antiviral -17.4.
For O=C(O)Cc1ccc(NC(=O)C(c2ccccc2)c2ccccc2)cc1 the results were AmpC inh no detg -45.3%, AmpC inh detg -2.2%, HCV inh 5.3%, Giardia FBPA inh 12.9%, Sm TGR inh -13.8% and HCMV antiviral -38.2.
CC(C)Oc1ccc(C(=O)Nc2c3c(nn2-c2ccccc2)CS(=O)(=O)C3)cc1 was read as AmpC inh no detg -21.5%, AmpC inh detg inconclusive, HCV inh 10.1%, Sm TGR inh -9.3% and HCMV antiviral 25.2.
Screening Cc1nc(SCC(=O)Nc2ccc3[nH]c(=O)[nH]c3c2)nc(C)c1C returned AmpC inh no detg -12.0%, HCV inh 2.2% and HCMV antiviral inconclusive.
For COc1ccc(CCNC(=O)C/C(C)=N/NC(=O)COc2ccc(C)cc2Br)cc1OC the results were AmpC inh no detg 148.4%[activator], AmpC inh detg 1.9%, HCV inh inconclusive, Sm TGR inh 16.6% and HCMV antiviral 13.5.
For CC(C)(C)NC(=O)CN(C(=O)c1csnn1)c1ccccc1-c1ccccc1 the results were AmpC inh no detg 6.1%, AmpC inh detg 1.7%, HCV inh inconclusive, Giardia FBPA inh 5.2%, Sm TGR inh -13.4%[57.1 µM] and HCMV antiviral -33.5.
For COc1cc2c(cc1OC)C(C)N(C(=O)c1ccc(Br)o1)CC2 (stereo not drawn) the results were AmpC inh no detg -0.6%, AmpC inh detg -12.2%, HCV inh -13.7%, Giardia FBPA inh 2.2%, Sm TGR inh 1.0% and HCMV antiviral -0.6.
`C[C@]12c3[nH]c4ccccc4c3CCN1C(=O)C(CC(=O)NCc1cccc(C(F)(F)F)c1)C[C@@H]2C(=O)N1CCOCC1` (stereo partly drawn) gave AmpC inh no detg 196.1%[activator], HCV inh inconclusive and HCMV antiviral 8.3.
Cc1cccc(NCC(=O)N/N=C/c2cccc(Br)c2)c1 was read as AmpC inh no detg -25.6%, AmpC inh detg 1.5%, HCV inh -10.4%, Giardia FBPA inh -10.1%, Sm TGR inh -5.1% and HCMV antiviral inconclusive.
Screening O=C(COC(=O)c1ccco1)NNC(=O)c1ccc(Cl)cc1 returned AmpC inh no detg -43.9%, HCV inh 2.3% and HCMV antiviral -10.3.
For COc1cc(NC(=O)CN2C(=O)CN(C)C2=O)c(C)cc1[N+](=O)[O-] the results were AmpC inh no detg -27.7%, AmpC inh detg 1.4%, HCV inh -23.9%, Giardia FBPA inh -4.5%, Sm TGR inh -21.8% and HCMV antiviral -2.1.
`CCN1C(=O)CC(N2CCC(C(=O)OC)CC2)C1=O` (stereo not drawn) gave AmpC inh no detg -5.1%, AmpC inh detg -3.6%, HCV inh 12.0%, Giardia FBPA inh 4.5%, Sm TGR inh 1.8% and HCMV antiviral 40.7.
For COc1cc(C(=O)OCCNC(=O)c2ccncc2)cc(OC)c1OC the results were AmpC inh no detg -4.6%, AmpC inh detg 2.0%, HCV inh -5.0%, Giardia FBPA inh -7.5%, Sm TGR inh -14.7% and HCMV antiviral -34.1.
Screening CN(C)S(=O)(=O)c1cccc(C(=O)Nc2ccc3c(c2)CCC3)c1 returned AmpC inh no detg -23.5%, AmpC inh detg -2.1%, HCV inh inconclusive, Giardia FBPA inh -3.8%, Sm TGR inh -3.5% and HCMV antiviral 177.4.
`CN(C)c1ccc(C#Cc2ccc3cc(CCO)oc(=O)c3c2)cc1` gave AmpC inh no detg 8.7%, AmpC inh detg 4.0%, HCV inh inconclusive and Sm TGR inh inconclusive.
CSc1ncccc1C(=O)N1CCN(S(=O)(=O)c2ccc3c(c2)OCCO3)CC1 was read as AmpC inh no detg -3.4%, HCV inh 11.4% and HCMV antiviral 10.3.

Bioassay records (PubChem)

Random draw from the library (roughly 9.9% active in at least one column).
